# Bioassay records from PubChem.
# Menin MLL FP TR = displaces Texas Red mutant MLL peptide from human menin. O00255. Menin + Texas Red MLL mutant peptide, fluorescence polarization. Potency, µM (top dose mostly 61.6 µM), for the others: top-dose FP activity change, negative = inhibition, usual class: inhibitors. 0.23% of 270,000 active; active = well fitted inhibition curve with a large enough effect in the polarisation, with a control signal flat, not every such curve was filed as active; inconclusive = small, poorly fitted or top-dose-only effect, or effect the other way, or a change in a side signal; inactive = no such curve, though single readings can be large or run the other way; the % refers to the polarisation; also: potency is read from the fitted curve at half-maximal effect; % of control where 0% means no effect; many of its hits are not listed in these tables
# Target sequence (O00255 whole entry, looked up): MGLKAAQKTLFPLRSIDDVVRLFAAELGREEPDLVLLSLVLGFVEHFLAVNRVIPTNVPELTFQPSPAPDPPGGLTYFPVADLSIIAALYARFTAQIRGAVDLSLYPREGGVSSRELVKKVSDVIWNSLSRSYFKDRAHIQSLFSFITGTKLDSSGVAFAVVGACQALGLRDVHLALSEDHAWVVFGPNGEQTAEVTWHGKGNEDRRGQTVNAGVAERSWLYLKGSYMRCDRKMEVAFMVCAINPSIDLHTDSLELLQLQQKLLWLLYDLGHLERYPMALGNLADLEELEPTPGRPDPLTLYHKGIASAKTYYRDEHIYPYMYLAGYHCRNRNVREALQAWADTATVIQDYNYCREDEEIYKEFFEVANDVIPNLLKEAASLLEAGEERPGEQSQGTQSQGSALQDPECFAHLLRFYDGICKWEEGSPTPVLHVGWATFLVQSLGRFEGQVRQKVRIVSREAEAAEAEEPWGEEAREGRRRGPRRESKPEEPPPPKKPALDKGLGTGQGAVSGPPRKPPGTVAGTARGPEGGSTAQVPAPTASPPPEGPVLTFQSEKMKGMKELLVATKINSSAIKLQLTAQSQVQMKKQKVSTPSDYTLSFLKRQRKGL
# Mito fusion yeast = inhibitors of mitochondrial division or activators of mitochondrial fusion. S. cerevisiae fusion-defective mutant growth rescue, CellTiterGlo 48 h. 0.23% of 320,000 active. Potency, µM (doses to about 46.1 µM), for the others: top-dose growth rescue (activation), most hits filed as activators;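 also: potency is read from the fitted curve at half-maximal effect; % of control where 0% means no effect; nearly all actives have a fitted effect of over 45% in size; temperature-sensitive fusion mutants such as fzo1-1 at 37 °C on non-fermentable ethanol glycerol medium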
#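 Compounds are tested for their ability to restore growth of mitochondrial fusion-defective yeast strains at non-permissive 37C in YPEG medium over 48 hours. Viability is quantified by luciferase luminescence.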
# VP16 counter = counter-screen for ROR gamma inhibitors: Gal4-VP16 reporter. Drosophila S2 Gal4-VP16 UAS-luciferase, luminescence, 20 h. Potency, µM (series often up to 53.6 µM), without a hit: at the highest dose activity, negative = inhibition, hits mostly inhibitors. 3.5% of 310,000 active;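 also: Gal4-VP16 expression switched on by copper sulfate through the metallothionein promoter; potency is read from the fitted curve at half-maximal effect; % is scaled to controls: 0 for no effect and ±100 for the full control effect; nearly all actives have a fitted effect of over 50% in size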
# FLuc counter = inhibits or activates purified firefly luciferase, miR-21 counter-screen. purified FLuc, Km substrates, luminescence inhibition. Potency, µM (highest dose often 57.5 µM), without a hit: at the top dose activity change, negative = inhibition, most hits filed as inhibitors. 6.9% of 360,000 active. AID 588342;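 also: potency is read from the fitted curve at half-maximal effect; plate controls were vehicle for no effect and reference inhibitor for full effect; nearly all actives have a fitted effect of over 55% in size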
#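 Purified P. pyralis luciferase (10nM final) with 10uM D-luciferin and 10uM ATP (Km levels) in 50mM Tris acetate pH 7.5, 10mM Mg acetate, 0.01% Tween-20, 0.05% BSA; qHTS 6-point titration, ~60 µM downward; luminescence read.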
# MBNL1 CUG block = MBNL1-poly(CUG) RNA binding inhibition. Q9NR56. TR-FRET MBNL1-His/biotin-(CUG)12 binding, 665/545 ratio. Potency, µM (series often up to 57.5 µM), inactives show top-dose activity change, negative = inhibition, usual class: inhibitors. 0.036% of 280,000 active. AID 2675; active = well fitted inhibition curve with a large enough effect in the signal ratio, with a control signal flat, not every such curve was filed as active; inconclusive = small, poorly fitted or top-dose-only effect, or effect the other way, or a change in a side signal; inactive = no such curve, though single readings can be large or run the other way; the % refers to the signal ratio; also: potency is read from the fitted curve at half-maximal effect; % is scaled to controls: 0 for no effect and ±100 for the full control effect
#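 Ratiometric TR-FRET (665 over 545 nm, excitation 340 nm) tracks disruption of MBNL1-His/biotin-(CUG)12 complex after 60 min at room temperature, with compounds at 92 nM to 58 uM final.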
# Rab9 prom act = activators of Rab9 promoter. Huh7 Rab9 promoter-luciferase reporter, luminescence, 24 h. Potency, µM (titrated, usually from 9.22 µM), for inactives: at the top dose activation, negative = inhibition, actives largely listed as activators. 2.8% of 320,000 active. AID 485297; also: potency is read from the fitted curve at half-maximal effect; % of control where 0% means no effect; nearly all actives have a fitted effect of over 60% in size
#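 Rab9 promoter-driven luciferase in stably transfected Huh7 cells; 1500 cells/well rested 2 h, exposed to compound in DMSO for 24 h at 37 °C, 5% CO2. Luminescence read 10 min after adding luciferase reagent at ambient temperature.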
# PKM2 act = PKM2 (human) enzyme activation; 0.34% of 260,000 active; purified PKM2, Kinase-Glo ATP luminescence, activation; response scale: 0% is enzyme alone, no compound; Potency, µM (highest dose often 57.5 µM), for inactives: top-dose activation, hits mostly activators; also: potency is read from the fitted curve at half-maximal effect; % is scaled to controls: 0 for no effect and ±100 for the full control effect; nearly all actives have a fitted effect of over 55% in size
# Target sequence (P14618 whole entry, looked up): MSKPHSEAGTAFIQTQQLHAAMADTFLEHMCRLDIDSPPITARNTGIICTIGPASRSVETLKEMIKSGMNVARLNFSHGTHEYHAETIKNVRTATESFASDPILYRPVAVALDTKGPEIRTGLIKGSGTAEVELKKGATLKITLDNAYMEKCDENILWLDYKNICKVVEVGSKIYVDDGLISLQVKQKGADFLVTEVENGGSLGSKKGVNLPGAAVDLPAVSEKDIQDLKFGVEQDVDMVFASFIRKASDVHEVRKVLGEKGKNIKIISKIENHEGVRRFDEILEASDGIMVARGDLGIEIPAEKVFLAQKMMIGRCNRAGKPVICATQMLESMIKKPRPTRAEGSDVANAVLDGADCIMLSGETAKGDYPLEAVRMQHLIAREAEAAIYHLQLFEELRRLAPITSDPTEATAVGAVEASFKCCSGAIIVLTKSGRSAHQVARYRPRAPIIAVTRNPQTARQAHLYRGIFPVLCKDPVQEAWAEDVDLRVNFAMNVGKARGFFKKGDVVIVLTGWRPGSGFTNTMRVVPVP
#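 Purified hPK-M2 (>95%) run at intermediate activity with 0.1 mM ADP and 0.5 mM PEP in 50 mM imidazole pH 7.2, KCl, MgCl2; 1 h room temperature. ATP formed read by Kinase-Glo luminescence; normalized to uninhibited and no-enzyme controls.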
# ELG1 DNA repair = blocks ELG1-dependent DNA repair in HEK293T cells | AID 504467 | Potency, µM (highest dose often 46.1 µM), without a hit: at the highest dose activity change, negative = inhibition, most hits filed as inhibitors | HEK293T ELG1-luciferase reporter, luminescence, 16 h; DNA damage induced by 5-fluorouridine | 2.3% of 330,000 active; also: potency is read from the fitted curve at half-maximal effect; % is scaled to controls: 0 for no effect and ±100 for the full control effect; nearly all actives have a fitted effect of over 55% in size
#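 HEK293T cells expressing luciferase-tagged ELG1 (2,000/well) received 5-Fluorouridine plus compound or DMSO for 16 hr at 37 °C. Luciferase was read by ONE-Glo luminescence after 30 min at room temperature.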
# NPC1 promoter act = activates the NPC1 promoter; Huh7 NPC1 promoter luciferase reporter, 24 h; Potency, µM (highest dose often 9.22 µM), for inactives: top-dose activation, usual class: activators; 2.4% of 320,000 active; AID 485313;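 also: potency is read from the fitted curve at half-maximal effect; % of control where 0% means no effect; nearly all actives have a fitted effect of over 60% in size; reporter is driven by a mutant NPC1 promoter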
#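 Readout is luciferase luminescence, reflecting NPC1 promoter activation in stably transfected Huh7 cells after 24 h compound exposure at 37 °C in reduced-serum medium with 10% FBS.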
# KCNH2 3.1 block = inhibitors of human KCNH2 3.1 potassium channel isoform; AID 720553; 0.95% of 340,000 active; activity change, % (tested at about 1.8 µM); U2OS KCNH2 3.1, thallium flux FluxOr; stronger effect = lower value;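 active = maximum activity change below -70%; inconclusive = maximum activity change from -70% to -50%; inactive = maximum activity change above -50%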;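 also: thallium influx rate constant from kinetic fluorescence after stimulation buffer; % is scaled to controls: 0 for no effect and ±100 for the full control effect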
#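 U2OS cells transduced with KCNH2 3.1 mutant virus (1.77 x 10^8 /mL, 4 h), plated overnight at 37 C, loaded 45 min with FluxOr dye plus Red40 quencher. Thallium flux rate constant from kinetic reads after stimulation buffer, normalised to controls.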
# RORg inh = blocks mouse ROR gamma transcriptional activity. Potency, µM (doses to about 53.6 µM), for inactives: at the highest dose activity change, negative = inhibition, most hits filed as inhibitors. 5.4% of 310,000 active. AID 2551. Drosophila S2 Gal4-RORgamma UAS-luciferase reporter, 20 h; also: potency is read from the fitted curve at half-maximal effect; % is scaled to controls: 0 for no effect and ±100 for the full control effect; nearly all actives have a fitted effect of over 60% in size
#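 Compounds are pin-transferred onto Drosophila Schneider cells expressing a copper-inducible Gal4–ROR gamma transactivation domain fusion. After 1 hr, copper sulfate is added to 700 uM final; luciferase is read 20 hr later.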
# * marks the source's active call; other numbers are inactive results; ? = inconclusive; nt = no result given; [ ] = another dose, or the depositor's remark. Unless noted, calls follow the shape of the dose curve; as a rule, active = well fitted curve in the direction sought with a large enough effect; inconclusive = small, poorly fitted or top-dose-only effect, or another doubt; inactive = no such curve, though single readings can be large; an effect the other way counts as inactive or inconclusive. An excerpt (hit frequency here may not be typical).
compound | Menin MLL FP TR | Mito fusion yeast | VP16 counter | FLuc counter | MBNL1 CUG block | Rab9 prom act | PKM2 act | ELG1 DNA repair | NPC1 promoter act | KCNH2 3.1 block | RORg inh
CC1=C(C(=O)OCc2ccccc2)C(c2ccccc2Cl)NC(=O)N1CCCC(=O)O (centres undefined) | -6% | 1% | -5% | 11% | 16% | 3% | -1% | ? | 1% | -2 | -19%
CCCS(=O)(=O)N1CCCC(C(=O)Oc2ccc(Cl)cc2)C1 (centres undefined) | -2% | 13% | 3% | -3% | 2% | 2% | 1% | 1% | -3% | -1 | 2%
Cc1ccc(C2=C/C(=C/c3cccnc3)C(=O)O2)c(C)c1 | 5% | 4% | 14% | 6µM* | 5% | 1% | ? | 14% | -3% | 2 | 26%
O=C1c2ccccc2NC(c2ccc(-c3ccccc3F)o2)N1O (centres undefined) | nt | 5% | nt | -15% | nt | -7% | nt | ? | ? | nt | nt
COc1ccc(N2C(=O)c3ccccc3NC23CCC(C)CC3)cc1 (centres undefined) | nt | 1% | 18% | ? | 1% | 2.2µM* | -6% | ? | 2.5µM* | 10 | ?
Cc1nc(C(F)(F)F)nc(Nc2ccc(Br)cc2)c1C#N | 16% | 11% | 9% | -1% | 27% | 12% | -3% | 13% | 14% | 1 | -8%
CC1(C)NC(=O)N(CCOCCOc2ccc3ccccc3c2Br)C1=O | 2% | 1% | 1% | ? | 34%[activator] | 9%[1.84 µM] | 2% | ? | 19% | 3 | 32%
O=C(O)/C=C/C(=O)N1CCN(C(c2ccccc2)c2ccccc2)CC1 | nt | -10% | 11% | 0% | -12% | -2% | -1% | ? | -1% | 1 | -1%
COc1ccc(NC(=O)COC(=O)c2cc(OC)c(OC)cc2NC(=O)c2ccco2)cc1OC | 3% | -2% | ? | -1% | 0% | -5% | 8% | 23µM* | -4% | 2 | -28%
NC1=NC(c2cccc(Cl)c2)N(CCc2ccc(F)cc2)C(N)=N1 (centres undefined) | ? | -28% | 4% | -8% | -12% | -11% | nt | -11% | -1% | 9 | -32%
CCSC1=C(C#N)C(c2ccc(F)cc2)CC(=O)N1 (centres undefined) | -1%[11.7 µM] | 1% | 8% | 0% | 2% | 5% | -14% | 4% | 0% | 2 | 24%
CCCC(=O)Nc1ccc2nc(SCC(=O)Nc3nccs3)sc2c1 | ? | -4% | -3%[0.365 µM] | -19% | -2% | -7% | 5% | -11% | 11% | 4 | 11%
O=C(CCc1nnc2ccc(NCc3ccccc3)nn12)NCC1CCN(C2CCCC2)C1 (centres undefined) | nt | 1% | -1% | 3% | -2% | 0% | nt | 6% | 0% | -5 | -2%
NS(=O)(=O)c1cccc(NC(=O)CSc2nn(-c3ccccc3)c(=S)s2)c1 | ? | -3% | -18% | ? | -2% | 0% | -2% | ? | -1% | 7 | ?
Cc1cc(C(=O)CN2CCN(CC(=O)Nc3cccc(F)c3)CC2)c(C)n1C1CC1 | nt | -2% | nt | nt | nt | -6% | nt | -7% | -2% | -18 | nt
COc1cc(OC)cc(C(=O)Nc2ccc3c(c2)n(C)c(=O)n3C)c1 | -26% | 2% | nt | -2% | -10% | -1% | -6% | ? | 2% | -4 | nt
COc1cc(NC(=S)NCc2ccc(S(N)(=O)=O)cc2)c(OC)cc1Cl | 3% | -3% | 0% | 3% | -3% | 2% | -2% | -7% | 1% | -20 | 23%
COc1ccccc1N1CCN(C(=O)c2ccc3c(=O)n4c(nc3c2)CCCCC4)CC1 | nt | 2% | nt | ? | nt | 1% | nt | ? | 3% | -19 | nt
NNC(=O)c1[nH]c(-c2ccccc2)cc1-c1ccccc1 | 1% | -7% | ? | ? | -4% | 0% | -1% | -18% | -1% | -23 | ?
Cn1c(=O)c2cc(S(=O)(=O)Nc3cccc(F)c3)ccc2n(C)c1=O | 4% | 3% | -6% | 2% | -8% | -4% | 5µM* | ? | -3% | 0 | -24%
O=C(Nc1c2c(nn1-c1ccccc1)CS(=O)(=O)C2)c1ccc2c(c1)OCO2 | nt | 3% | 5% | 1% | -6% | -1% | -4% | -3% | -1% | 4 | 21%
O=C(Nc1ccc(OC(F)F)cc1)c1cc(S(=O)(=O)N2CCOCC2)ccc1F | nt | -1% | 12% | 0% | 0% | -5% | 0% | -5% | 6% | nt | -2%
CCS(=O)(=O)n1nc(-c2ccc(Cl)cc2)nc1N | 0% | 0% | -20% | -6% | -5% | -2% | -5% | 14% | 0% | -1 | 25%
O=C(c1ccc(-c2ccc([N+](=O)[O-])cc2)o1)N1CCCCCCC1 | nt | 29% | nt | 11µM* | nt | ? | nt | ? | ? | 19 | nt
O=C(NCc1ccco1)C1CCN(c2nnc(-n3cccc3)s2)CC1 | -25% | 17% | 3% | ? | -14% | 1% | -1% | ? | 13% | -8 | -4%
Cn1cnnc1SCC(=O)NC1CCCC1 | 9% | 2% | -12% | 7% | 8% | -2% | -5% | 0% | -4% | 3 | -21%
C=CCNC(=S)NCc1ccc(CNC(=S)NCC=C)cc1 | 8% | -1% | -3% | -1% | nt | 0% | 4% | -10% | -21% | 0 | 13%
CCC(C)(C)n1nnnc1CN1CCN(C(c2ccccc2)c2ccccc2)CC1 | -15% | ? | -13% | -2% | -5% | -1% | 6% | 21µM* | -4% | -9 | 34%
O=C(CCNC(=O)N1CC(=O)Nc2ccccc21)Nc1ccc(Cl)cc1 | ? | -5% | -4% | -3% | -5% | 0% | 6% | 1% | -3% | 14 | 11%
CCN(C(=O)COC(=O)CCOc1ccccc1)c1c(N)n(Cc2ccccc2)c(=O)[nH]c1=O | nt | 0% | nt | -1% | nt | -6% | nt | 4% | 2% | 5 | nt
Cc1ccc2occ(/C=N/NC(=O)c3ccccc3C)c(=O)c2c1 | 1% | -21% | -19% | -16% | 9% | 14% | 7% | ? | 11% | 14 | ?
O=C(O)c1ccc2c3c(cccc13)C(=O)N(c1ccccc1)C2=O | 12% | -4% | -1% | 3% | ? | -1% | 0% | -8% | -3% | -104* | 1%
CCOC(=O)C1(C)/C(=N/Nc2cccc(Cl)c2)C(=O)C(=O)N1c1ccccc1 (centres undefined) | 20% | -7% | 2% | -8% | 4% | 3% | -3% | -10% | 2% | -11 | -5%
COc1ccc(CCNC(=O)C(=O)NCC2CCCN2S(=O)(=O)c2ccc(OC)cc2)cc1 (centres undefined) | nt | 6% | nt | 4% | nt | -3% | nt | 21µM* | -2% | -9 | nt
Cc1cc(OCC(=O)Nc2ccc(OCc3ccccc3)cc2)nc(C(C)C)n1 | 2% | -1% | 8% | -12% | -2% | -3% | 0% | -20% | -4% | 12 | 17%
COc1cccc(NC(=O)Cn2c3ccccc3c3nc4n(c(=O)c32)CCCS4)c1 | nt | -23% | 4% | -20% | 9% | -3% | nt | ? | 1% | 10 | 16%
Cc1ccc(-c2nn(-c3ccccc3)cc2/C=C/C(=O)O)o1 | 54%[activator] | -4% | -16% | 24µM* | 6% | -1% | 11% | ? | -2% | 26 | -23%
O=P(c1ccccc1)(c1ccccc1)c1nc(-c2ccccc2)oc1N1CCOCC1 | nt | 7% | -6% | 0% | -5% | -7% | -3% | 12% | -1% | 0 | 11%
CNC(=O)N(O)C1N(C)C(=O)N(Cc2ccccc2)C1(C)C (centres undefined) | -10% | -1% | 3% | 0% | 0% | 7% | -5% | 6% | 0% | 3 | 12%

# A draw from above in order of formula weight, descending.
compound | Menin MLL FP TR | Mito fusion yeast | VP16 counter | FLuc counter | MBNL1 CUG block | Rab9 prom act | PKM2 act | ELG1 DNA repair | NPC1 promoter act | KCNH2 3.1 block | RORg inh
COc1cccc(NC(=O)Cn2c3ccccc3c3nc4n(c(=O)c32)CCCS4)c1 | nt | -23% | 4% | -20% | 9% | -3% | nt | ? | 1% | 10 | 16%
O=C(O)c1ccc2c3c(cccc13)C(=O)N(c1ccccc1)C2=O | 12% | -4% | -1% | 3% | ? | -1% | 0% | -8% | -3% | -104* | 1%
CNC(=O)N(O)C1N(C)C(=O)N(Cc2ccccc2)C1(C)C (centres undefined) | -10% | -1% | 3% | 0% | 0% | 7% | -5% | 6% | 0% | 3 | 12%
